Assay outcomes: PubChem, several laboratories
Calpain2 inh – blocks pig calpain II enzyme activity | purified calpain II, fluorogenic peptide substrate, 30 min | inhibition, % at 16 µM | actives 0.37% (n = 220,000) | AID 1236;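 active = inhibition above about 50%, limit read from the data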
PERK inhibitor – human PERK inhibition, primary cell-based screen. AID 1416. Q9NZJ5. CHO PERK-DD fusion, SEAP luminescence translation reporter. actives 0.17% (n = 220,000). inhibition, % at 5.6 µM;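 active = inhibition above the mean inhibition of all tested compounds plus 3 SD, set separately per screening campaign, cut at about 2.9% in these data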;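 also: PERK kinase domain activated by AP20187 dimerizer at 100 nM; 0% = DMSO with dimerizer and 100% = rapamycin at 8.4 µM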
Rad51 HR inh – Rad51 (human) homologous recombination inhibition | hRad51 DNA strand exchange, fluorescence dequenching | inhibition, % at 10 µM | actives 0.085% (n = 200,000) | AID 1385;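 active = inhibition above 40% at the single screening dose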;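 also: 0% = DMSO control wells and 100% = blanks with heterologous ssDNA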
Target sequence (Q06609 whole entry, looked up): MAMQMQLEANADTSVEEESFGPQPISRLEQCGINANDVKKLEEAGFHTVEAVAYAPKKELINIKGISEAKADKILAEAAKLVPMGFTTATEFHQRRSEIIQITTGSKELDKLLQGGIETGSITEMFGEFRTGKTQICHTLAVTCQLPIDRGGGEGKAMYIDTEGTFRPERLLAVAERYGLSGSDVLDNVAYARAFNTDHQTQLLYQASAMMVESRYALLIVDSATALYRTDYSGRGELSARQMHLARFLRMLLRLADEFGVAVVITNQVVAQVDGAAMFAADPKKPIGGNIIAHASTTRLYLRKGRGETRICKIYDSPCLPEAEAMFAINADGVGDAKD
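Material: hRad51 filaments on single-stranded DNA; Reagent: Donor/quencher-labelled 47-bp dsDNA substrate; Compound: 10 µM final, single point; Schedule: 37 °C 15-min filament assembly, 30-min compound preincubation, 15-min exchange; Technique: FRET fluorescence, excitation 485 nm, emission 520 nm; Benchmarks: control wells and blank wells on each plate.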
MDM2 E3 inh – blocks human Mdm2 ubiquitin ligase activity. Q00987. cell-based MDM2 ubiquitination luciferase reporter, 2 h; 0 = plate control, 100 = twice control, blank-subtracted. signal enhancement, % at 5 µM. actives 0.11% (n = 210,000);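 active = signal enhancement of 30% or more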;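 also: luminescence tracks abundance of the self-degrading MDM2-luciferase fusion protein; higher signal means inhibition of MDM2 E3 ligase activity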
Target sequence (Q00987 whole entry, looked up, the tested form may be a part): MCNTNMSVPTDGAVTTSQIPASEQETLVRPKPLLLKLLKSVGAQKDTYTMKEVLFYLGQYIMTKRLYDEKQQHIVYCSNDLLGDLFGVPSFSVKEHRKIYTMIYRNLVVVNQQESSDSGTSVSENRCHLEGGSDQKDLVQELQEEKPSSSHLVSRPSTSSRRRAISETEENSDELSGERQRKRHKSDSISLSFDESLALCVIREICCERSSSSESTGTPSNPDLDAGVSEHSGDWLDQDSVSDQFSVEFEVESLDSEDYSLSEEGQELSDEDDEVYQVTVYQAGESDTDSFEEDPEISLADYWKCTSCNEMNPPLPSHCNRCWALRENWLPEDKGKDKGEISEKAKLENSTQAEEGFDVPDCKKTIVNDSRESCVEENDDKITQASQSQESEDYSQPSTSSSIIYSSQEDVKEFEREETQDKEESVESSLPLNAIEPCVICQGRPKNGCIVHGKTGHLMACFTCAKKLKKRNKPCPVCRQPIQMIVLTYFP
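Assay system: stable mammalian line carrying autodegrading MDM2–luciferase fusion reporter; amount: 2000 cells seeded into each well; buffer or medium: DMEM; benchmarks: plate control and blank wells; signal: luciferase luminescence; timing: 2 h compound exposure at 37 °C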
EBV gp42 inh – EBV gp42 inhibition | inhibition, % (tested at 21.74 µM) | Q1HVG2 | AID 1085 | actives 0.42% (n = 220,000) | Fluorescence polarization binding assay, mP read-out; in the data active = inhibition above about 50%
Target sequence (Q1HVG2 whole entry, looked up): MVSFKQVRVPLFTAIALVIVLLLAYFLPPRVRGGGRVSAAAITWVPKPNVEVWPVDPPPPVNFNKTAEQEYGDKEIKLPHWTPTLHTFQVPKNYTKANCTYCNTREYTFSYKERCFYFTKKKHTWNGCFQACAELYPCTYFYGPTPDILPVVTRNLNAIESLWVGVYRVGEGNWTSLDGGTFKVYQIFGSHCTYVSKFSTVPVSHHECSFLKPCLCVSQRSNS
TNF necrop inh – blocks TNF-alpha induced death of Jurkat FADD-/- cells. Jurkat FADD-/- TNF necroptosis rescue, ATP luminescence, 24 h; 0 = TNF only, 100 = no-TNF cells. AID 463075. activation (protection from cell death), % at 10 µM. actives 0.068% (n = 220,000);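 active = activation, meaning protection from cell death, of at least 50% relative to plate controls; inactive = activation below 50%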;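 also: necroptosis triggered by 40 ng/mL TNF-alpha added together with compound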
zVAD death inh – L929 zVAD cell death inhibition; actives 0.38% (n = 220,000); L929 zVAD necroptosis rescue, ATP luminescence, 24 h; with zVAD 60 µM; viability rescue, % at 10 µM;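 active = activation, scaled between plate controls, above about 75%, limit read from the data; inactive = activation under that limit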;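 also: 0% = zVAD with DMSO and 100% = DMSO alone without zVAD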
KCC2 mod – modulates chloride dependent transport by human KCC2; Q9H2X9; KCC2 cells, thallium flux FluoZin-2 fluorescence; B-score of Tl+ flux slope (higher = more flux/activation; lower = inhibition) at 10 µM; actives 2.2% (n = 190,000); AID 1456;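 active = thallium flux slope and its plate-corrected score both differing from the plate sample mean at a set confidence after two filtering rounds, in either direction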;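 also: slope of fluorescence scaled to starting intensity during 10 to 20 s after thallium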
eIF4E 4G PPI – eIF4E/eIF4G interaction inhibition in translation initiation; TR-FRET eIF4E-eIF4GI(517-606) binding, 2 h; AID 782; inhibition, % at 21.7 µM; actives 0.37% (n = 220,000);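 active = inhibition above about 30%, limit read from the data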;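 also: 0% = full FRET control wells and 100% = background wells lacking eIF4GI fragment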
Starred values were filed as active, the others as inactive; i = inactive; . = no result given; [ ] = another dose, or the depositor's remark. No enrichment for hits; about 3.6% have a hit in one of these screens.

SMILES	Calpain2 inh	PERK inhibitor	Rad51 HR inh	MDM2 E3 inh	EBV gp42 inh	TNF necrop inh	zVAD death inh	KCC2 mod	eIF4E 4G PPI
COc1ccc(N2CCN(C(=O)Cn3nnc(-c4cccs4)n3)CC2)cc1	-27	0.5	-3	-9	-5	-2.3	1.1	0.29	-1
CCN(/C=N/S(=O)(=O)c1ccc(Cl)cc1)CC	-24	0.4	.	1	-7	-0.4	-0.9	.	3
Cc1ccccc1Oc1ccc(NC(=O)C2CC=CCC2C(=O)O)cc1 (configuration not stated)	-12	-0.3	.	-7	-1	-0.2	0.9	-2	-3
CC(=O)OC(COc1ccc(F)cc1)Cn1cnc2ccccc21 (configuration not stated)	8	-0.4	-7	-11	5	1.1	-0.6	-0.58	-2
COc1ccc2cc(CN(CCO)C(=O)c3ccc(Br)cc3)c(=O)[nH]c2c1	-8	-0.1	7	-5	-8	-0.4	1.0	-0.27	0
O=C(Nc1ccc2c(c1)CCC2)c1cccc(S(=O)(=O)N2CCN(c3ccccc3)CC2)c1	-23	-0.1	-8	-17	-50	1.5	-1.4	-0.74	-14[fluorescence artefact?]
COc1ccc(-c2noc(C3CCCN(C(=O)c4ccc(C)cc4)C3)n2)cc1 (configuration not stated)	15	0.7	26	.	-10	-0.3	0.3	.	0
COc1ccc(CC(=O)NC(C)c2nnc(SCCOc3ccc(OC)cc3)n2C)cc1 (configuration not stated)	-6	-0.5	4	-8	-19	0.3	-0.2	.	9[fluorescence artefact?]
O=C(NCCc1c[nH]c2ccccc12)c1cnc2sccn2c1=O	0	2.0	-2	-16	-13	-3.5	0.8	-0.066	1[fluorescence artefact?]
COc1ccc(S(=O)(=O)N(c2onc(C)c2Cl)S(=O)(=O)c2ccc(OC)cc2)cc1	19	0.8	-3	-23	-16	-3.2	-0.2	-0.13	-12
CCCNC(=S)N1CCC(c2nc3cc(C)c(C)cc3[nH]2)CC1	-18	1.1	-1	3	-6	-3.8	0.6	-1.7	2
O=C(O)c1cnc(-c2ccccc2)nc1Oc1ccccc1	6	1.1	20	-20	-12	1.0	5.5	-0.35	-2
O=C(O)c1cc(-c2cccc(Cl)c2)nc2nc(N3CCCCC3)sc12	i	-0.2	7	-11	-6	0.1	0.6	-4.2*	-9[fluorescence artefact?]
CC(=O)Nc1ccc(OCC(O)CNC2CCCC2)cc1 (configuration not stated)	15	0.5	.	-21	3	-2.7	-0.5	.	8
CCSc1n[nH]c2nc3c(c(=O)n12)C1(CCCCC1)Cc1ccccc1-3	-58	0.9	13	-19	-18	2.9	2.4	-1.3	1
COc1ccc(C(=O)NCC(=O)NCCc2c[nH]c3ccccc23)cc1OC	14	-1.0	-9	-12	7	0.4	0.7	0.052	0
CC(C)CNC(=O)c1ccccc1NC(=O)c1ccccc1N(C)S(C)(=O)=O	19	-0.2	6	-12	-7	0.0	0.4	-3.8*	-3
O=C(C1CCN(C2CCN(C/C(Cl)=C/c3ccccc3)CC2)CC1)N1CCOCC1	13	-0.5	.	-13	-8	-0.6	-0.8	.	7
CCCCC(=O)O[C@]1(C(=O)CO)CC[C@H]2[C@@H]3CCC4=CC(=O)CC[C@]4(C)[C@H]3[C@@H](O)C[C@@]21C	-12	-0.6	-6	.	0	-3.1	61	-0.31	-1
Cc1nn(-c2ccccc2)c(C)c1/C=N/NC(=O)CSc1nnc(SCc2cccc3ccccc23)s1	-24	-0.2	24	1	-17	-0.8	0.1	-0.48	1[fluorescence artefact?]

Complete entries from above. Order of screens: Calpain2 inh	PERK inhibitor	Rad51 HR inh	MDM2 E3 inh	EBV gp42 inh	TNF necrop inh	zVAD death inh	KCC2 mod	eIF4E 4G PPI
CCN(/C=N/S(=O)(=O)c1ccc(Cl)cc1)CC as listed: -24	0.4	.	1	-7	-0.4	-0.9	.	3
O=C(NCCc1c[nH]c2ccccc12)c1cnc2sccn2c1=O as listed: 0	2.0	-2	-16	-13	-3.5	0.8	-0.066	1[fluorescence artefact?]
Cc1ccccc1Oc1ccc(NC(=O)C2CC=CCC2C(=O)O)cc1 (configuration not stated) as listed: -12	-0.3	.	-7	-1	-0.2	0.9	-2	-3

Next structures follow.
SMILES	Calpain2 inh	PERK inhibitor	Rad51 HR inh	MDM2 E3 inh	EBV gp42 inh	TNF necrop inh	zVAD death inh	KCC2 mod	eIF4E 4G PPI
Cc1cc(NS(=O)(=O)c2ccc(NC(=O)CN3C(=O)c4ccccc4C3=O)cc2)nc(C)n1	1	0.2	-7	-3	-11	-1.5	0.6	-0.66	-9
COC(=O)C(CC(C)C)NC(=O)/C=C/c1ccc(Cl)cc1 (configuration not stated)	3	0.6	11	-3	-11	2.0	6.6	-0.17	4
O=[N+]([O-])c1ccc(/C=N/N/C(=N/c2ccccn2)c2ccccn2)cc1	9	0.8	3	-9	-20	-0.8	0.1	1.4	8
Cc1ccc(S(=O)(=O)CCNC(=O)Cc2ccc(Cl)cc2)cc1	-26	0.9	9	-6	-3	0.1	1.2	-0.26	-6
Cc1ccsc1C1Nc2ccc3ncccc3c2C2=C1C(=O)CCC2 (configuration not stated)	-53	-0.1	-10	34*	-2	-1.8	0.2	.	8
Nc1[nH]ncc1C(=O)Nc1cccc(C(F)(F)F)c1	-33	0.0	8	-11	-7	0.4	0.9	.	-5
CN(Cc1cccnc1)C(=O)CC1C(=O)NCCN1Cc1ccc(-c2ccccc2)cc1 (configuration not stated)	-32	0.1	1	4	-17	0.8	-0.2	0.35	4
CCc1nnc(NC(=O)C2CCN(c3nc(C)cc(C)n3)CC2)s1	-24	-0.5	-2	18	-10	1.0	4.3	.	1
COc1ccc(C=O)cc1Cn1ccnc1	-31	0.1	1	-10	-4	-0.3	7.7	-0.29	1
COc1cc(NC(=O)Cn2nnc(-c3ccccc3N)n2)cc(OC)c1	-1	0.4	-4	-18	12	-5.4	2.3	-1.1	1
N#CC(c1ccc(F)cc1)c1ccc(C(=O)c2ccccc2)cc1 (configuration not stated)	11	-0.4	-9	-12	-3	0.6	1.2	-0.26	1
COC(=O)c1ccc(-c2nc3ccc(C)cc3o2)cc1	-282	1.6	0	-22	-7	-13	0.7	.	-25[fluorescence artefact?]
C=C(C)COc1ccc(-c2[nH]ncc2-c2ccc(OC)cc2)c(O)c1	28	0.4	.	-9	6	2.0	2.1	0.98	5
CC(=O)c1cccc(N(CC(=O)Nc2cccnc2)S(C)(=O)=O)c1	-11	0.4	4	9	-4	-2.0	-0.1	0.83	0
C/C(=N\NC(=O)c1nn(C)cc1Br)c1cccc(NC(=O)C2CCCC2)c1	13	-1.3	-3	-12	-16	-2.0	-0.1	-0.48	4
COc1ccc(C(=O)Nc2cc(OC)c(NC(=O)c3ccco3)cc2OC)cc1	-220	-1.1	0	.	-7	1.2	0.9	-1	-5[fluorescence artefact?]
CC(C)CCN(C)C1CCN(S(=O)(=O)c2cccc(C(F)(F)F)c2)CC1	29	-0.2	.	-18	-2	-0.6	-0.6	-0.19	-7
CCCCCCCCCC(=O)Nn1cnc2ccccc2c1=O	31	0.9	-2	-93	-3	-0.6	-0.6	-0.45	-1
CCN(CC)C(=O)CSc1nnc(-c2ccc(S(=O)(=O)N3CCCC3)cc2)o1	-6	0.0	6	.	-31	3.0	0.4	.	5[fluorescence artefact?]
COCCN(C(=S)Nc1ccccc1OC)C1CCN(C(C)C)CC1	-1	0.3	-2	-7	3	0.3	-0.6	1.1	-1
Cc1ccc(NC(=O)c2sc3nc(CCl)[nH]c(=O)c3c2C)c(C)c1	4	0.0	2	-5	-13	0.0	5.3	-0.48	1
O=c1oc2ccccc2cc1-c1csc(Nc2nc3ccc(F)cc3s2)n1	-19	1.1	-5	-13	9	1.2	-0.1	0.73	10
CCOC(=O)Cc1cc(=O)n2[nH]c(-c3ccccc3)c(-c3ccccc3)c2n1	-148	-0.2	.	-16	-4	1.9	-0.1	6*	8
COc1ccc(NC(=O)CCNS(=O)(=O)c2ccc3c(c2)CCC(=O)N3)cc1	0	0.1	-3	0	-18	-1.8	0.1	0.024	-2
COC(=O)C1=C(C)NC(C)=C(C(=O)OC)C1c1ccc(OC(=O)c2oc3ccccc3c2C)c(OC)c1	-110	0.0	.	4	8	-3.3	.	0.21	-5
CCOC(=O)/C(C#N)=N\Nc1ccc(S(=O)(=O)Nc2nc(C)cc(C)n2)cc1	-3	1.8	2	10	3	0.2	0.4	0.52	19
C=CCC(CC(O)COCCC)C(=O)NNC(=S)Nc1ccccc1 (configuration not stated)	-6	0.9	13	-13	-3	0.7	-0.2	-1.2	0
O=C(NCC1OCCCN1S(=O)(=O)c1cc(F)ccc1F)C(=O)NC1CCCCCC1 (configuration not stated)	21	-1.4	-12	-18	11	1.5	0.0	0.27	-1
Nc1cccc(C(=O)OCC(=O)c2ccccc2)c1	-4	0.1	-20	1	-13	0.3	0.7	-1.3	11
O=C(CCN1C(=O)c2ccccc2C1=O)NCCN1CCOCC1	-1	0.0	-3	-11	-20	-0.7	0.2	0.76	-6
COc1cc(O)c(C(CC(=O)N2CCCC2)c2cc(OC)c(OC)c(OC)c2)c(OC)c1 (configuration not stated)	-26	.	-1	4	-15	1.2	0.5	0.13	-7
CCOc1ccc(-n2c(SCC(=O)NCc3ccco3)nc3c([nH]c4ccccc43)c2=O)cc1	.	-1.3	-14	.	.	0.3	0.5	-0.11	.
O=C(Nc1ccc(Cl)cc1Cl)N1CCN(c2ncccn2)CC1	-3	0.3	-8	-5	-6	0.4	1.0	-0.72	4
COc1ccc(CN2C=C3C(=O)C(C)(OC(=O)CCc4ccccc4)C(=O)C=C3C=C2c2ccc(C#N)cc2)cc1 (configuration not stated)	-91	.	4	11	-10	-1.2	-1.0	0.29	-12
Cc1ccc(-c2noc(C3CCCN(C(=O)c4ccc(F)cc4F)C3)n2)cc1 (configuration not stated)	-13	-0.6	5	-16	-12	-0.4	-0.2	-2.9	0[fluorescence artefact?]
CC(c1ccccc1)C1CC(=O)N(c2cc(Cl)ccn2)C1=O (configuration not stated)	-5	-1.0	20	-98	-3	2.5	-0.2	-1	-1
CCN1CC(CN(C)Cc2nc(-c3ccc(Cl)cc3)no2)CC1=O (configuration not stated)	-38	0.1	2	-1	-4	-0.5	0.9	0.0019	2
Cn1ncc2c(N3CCN(c4ccccc4F)CC3)ncnc21	-23	-1.6	-3	1	-9	-4.3	-0.2	-0.034	-1
O=C(Cc1cccs1)Nc1cccnc1	-6	1.6	-1	-5	-12	0.7	1.6	.	-3
O=C(CC1SC(=Nc2ccccc2)N(CCc2ccccn2)C1=O)Nc1ccc(F)cc1 (configuration not stated)	-25	-0.4	-10	-21	-1	-1.8	0.5	0.72	7
O=C(COC(=O)c1c(Cl)cccc1Cl)Nc1cc(Cl)ccc1Oc1ccccc1	16	0.9	2	-18	-15	1.8	0.0	-0.44	2
CC(OC(=O)c1ccncc1)C(=O)Nc1ccc([N+](=O)[O-])cc1Cl (configuration not stated)	-9	-0.4	15	17	-4	0.7	4.4	0.37	5
COc1ccc(-c2cc(CNC(=O)CCl)on2)cc1	-14	0.8	-6	-13	-11	-19	0.3	.	1
Cc1ccc(-c2c(C(=O)NCc3ccccc3)oc(=O)c3ccccc23)cc1	19	0.9	-14	-6	-5	1.5	0.9	-0.0086	9
